BAP1 inh – blocks human BAP1 ubiquitin-AMC hydrolysis; activity remaining (% of control), % at 20 µM; recombinant BAP1, Ub-AMC hydrolysis fluorescence kinetic; active compounds read low; 72,000 tested, 0.48% active; Q92560;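 active = activity remaining at or below 50% of control, provided the compound also passes the data quality filters; inactive = the rest, including low values that fail the filters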;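 note: 100% = DMSO wells rate and 0% = substrate alone blank rate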
Target sequence (Q92560 whole entry, looked up): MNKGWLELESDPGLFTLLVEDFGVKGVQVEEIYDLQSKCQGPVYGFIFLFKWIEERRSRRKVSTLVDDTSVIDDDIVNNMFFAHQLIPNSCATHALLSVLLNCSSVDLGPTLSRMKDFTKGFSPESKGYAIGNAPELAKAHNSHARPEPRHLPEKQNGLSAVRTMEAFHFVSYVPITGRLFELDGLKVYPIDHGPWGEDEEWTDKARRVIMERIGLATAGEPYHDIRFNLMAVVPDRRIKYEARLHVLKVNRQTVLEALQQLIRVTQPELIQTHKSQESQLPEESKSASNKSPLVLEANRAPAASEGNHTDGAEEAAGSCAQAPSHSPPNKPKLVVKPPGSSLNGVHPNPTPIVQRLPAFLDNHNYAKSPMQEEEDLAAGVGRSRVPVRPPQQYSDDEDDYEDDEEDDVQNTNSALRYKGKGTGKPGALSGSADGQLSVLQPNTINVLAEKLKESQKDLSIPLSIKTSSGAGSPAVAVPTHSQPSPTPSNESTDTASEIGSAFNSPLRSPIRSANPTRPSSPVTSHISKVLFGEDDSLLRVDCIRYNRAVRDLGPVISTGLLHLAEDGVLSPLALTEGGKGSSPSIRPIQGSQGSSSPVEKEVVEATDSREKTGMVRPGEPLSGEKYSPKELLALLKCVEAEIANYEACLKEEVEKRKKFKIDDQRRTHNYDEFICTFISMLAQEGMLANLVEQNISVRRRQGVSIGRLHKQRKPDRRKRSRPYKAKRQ
HePTP inhibitor – human HePTP phosphatase inhibition; P35236; recombinant HePTP phosphatase activity, OD absorbance; 110,000 tested, 0.64% active; inhibition, % at 20 µM; in the data active = inhibition above about 50%;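 note: plate controls were vehicle for no effect and reference inhibitor for full effect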
Target sequence (P35236 whole entry, looked up): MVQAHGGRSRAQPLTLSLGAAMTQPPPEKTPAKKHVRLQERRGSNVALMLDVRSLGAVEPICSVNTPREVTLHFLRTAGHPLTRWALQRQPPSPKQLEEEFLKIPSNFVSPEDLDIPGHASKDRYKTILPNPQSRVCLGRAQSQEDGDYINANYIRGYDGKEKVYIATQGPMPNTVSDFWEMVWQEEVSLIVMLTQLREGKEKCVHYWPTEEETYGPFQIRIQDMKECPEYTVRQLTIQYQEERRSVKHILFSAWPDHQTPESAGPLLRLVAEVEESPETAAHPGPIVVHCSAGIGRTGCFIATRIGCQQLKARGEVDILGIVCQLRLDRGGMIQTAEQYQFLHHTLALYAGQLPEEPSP
An asterisk follows results filed as active; · = not tested or not shown; & = joins results of further samples.

SMILES	BAP1 inh	HePTP inhibitor
CCNS(=O)(=O)c1ccc(NC(=O)c2cccnc2)cc1	·	6
COc1cc(/C=C2\SC(N)=NC2=O)cc(I)c1OCc1ccc(Cl)cc1Cl	·	10
O=S(=O)(c1cccc(S(=O)(=O)N2CCC(n3nnc4ccccc43)CC2)c1)N1CCCCC1	43*	5
COc1ccccc1C(=O)Nc1ccc2c(c1)nc(CCNC(C)=O)n2C	79	-11
CCOCC(=O)Nc1cccc(Br)c1	96	1
COCCCNC(=O)c1cc(C)nc2ccc(F)cc12	82	8
CN1C(=O)CC(N2CCN(CCN=CC3=C(O)CC(C)(C)CC3=O)CC2)C1=O (stereo not drawn)	103	7
CC(=O)OC1c2ccccc2C(=O)N1Cc1ccccc1Cl (stereo not drawn)	102	5
O=C(Nc1cccc([N+](=O)[O-])c1)c1cc(-c2ccccc2Cl)nc2ccccc12	·	4
COc1ccc(OC)c(S(=O)(=O)N2CCN(c3c(C)cccc3C)CC2)c1	75	8
Cc1cc(-c2ccco2)c(C#N)c(SCC(=O)c2ccc(O)c(O)c2)n1	·	11
COC(=O)c1cc(Br)c(=O)n(-c2ccccn2)c1	86	3
CCOc1ccccc1C(=O)N(CCC(=O)OC)c1ccccn1	88	-3
C=CCNC(=O)C1CCCN(S(C)(=O)=O)C1 (stereo not drawn)	112	9
C=CCc1c(C)nc(SC)nc1Nc1ccc(C)cc1	113	·
CS(=O)(=O)N(CC(=O)O)c1cccc(C(F)(F)F)c1	·	-17
O=C(Nc1nnc(N=Cc2ccc(Br)s2)s1)c1ccc(S(=O)(=O)N2CCOCC2)cc1	109	·
CCCCn1c(CN2CCN(CCO)CC2)nc2ccccc21	102	-3
CCOC(=O)c1sc(NC(=O)c2ccccc2C)nc1C	·	-14
COc1ccc(OC)c(NS(=O)(=O)c2ccc(N3CCCC3=O)cc2)c1	61	6
O=C(CSc1ncn[nH]1)c1ccc2c(c1)OCO2	62	-11
CCCSc1nc2c(c(=O)n1-c1ccc(OCC)cc1)SCC2	·	5
CCc1ccc(NC(=O)c2c(-c3c(Cl)cccc3Cl)noc2C)cc1	·	-4
CCOC(=O)C(C(=O)OCC)c1cc(Br)c2noc3c2c1C(=O)c1ccccc1-3	·	-9
CCC(C)Nc1nc(OC)nc(N(C)C#N)n1 (stereo not drawn)	132	9

Some of the entries so far, with bars between the fields:
compound | BAP1 inh | HePTP inhibitor
COc1ccc(OC)c(NS(=O)(=O)c2ccc(N3CCCC3=O)cc2)c1 | 61 | 6
CN1C(=O)CC(N2CCN(CCN=CC3=C(O)CC(C)(C)CC3=O)CC2)C1=O (stereo not drawn) | 103 | 7
O=C(CSc1ncn[nH]1)c1ccc2c(c1)OCO2 | 62 | -11

The list continues.
SMILES	BAP1 inh	HePTP inhibitor
CCOc1cc(C=C2C(=O)NC(=O)NC2=O)ccc1OCCOc1ccccc1C	·	-9
O=C(O)CSc1ccc2ccccc2n1	90	4
O=C(COC(=O)C1COc2ccccc2O1)Nc1ccc2c(c1)CCC2 (stereo not drawn)	103	5
COC(=O)[C@@H]1C2CCC(C(=O)Nc3ccccc3)(CC2)[C@@H]1C(=O)OC	105	1
O=C(CCCNS(=O)(=O)c1cccc2nsnc12)NCc1ccc(F)cc1	91	4
CN(C)S(=O)(=O)c1ccc(C(=O)Nc2ccc(CCC(=O)N3CCCC3)cc2)cc1	68	8
CCc1ccccc1OCCCN(CC)CC	·	3
C/C(=N\NS(=O)(=O)c1ccccc1)c1cccc(Br)c1	·	15
COc1ccc(F)cc1S(=O)(=O)Nc1ccc2c(c1)OCCO2	101	-7
COC(=O)c1[nH]c2ccc(Cl)cc2c1NC(=O)CCN1CCN(C2CCCCC2)CC1	134	-4
CCn1c(=O)cc(SCC(=O)N2CCN(Cc3ccc4c(c3)OCO4)CC2)c2ccccc21	94	9
CCCCOc1ccc(C(=O)O)cc1	102	7
COc1ccccc1N=c1oc2cc(O)ccc2cc1C(=O)NCC1CCCO1 (stereo not drawn)	114	9
Cc1ccccc1NC(=O)CCCN1C(=O)/C(=C/c2cccc3c2OCO3)SC1=S	·	-5
Cc1cc(=O)n2nc(N3CCCC(C(=O)NCc4ccc5c(c4)OCO5)C3)sc2n1 (stereo not drawn)	102	4
NC(=O)c1c(NC(=O)c2cnccn2)sc2c1CCCC2	·	-2
COC(=O)c1ccc(Cl)c(NS(=O)(=O)c2ccc3c(c2)OCCO3)c1	65	2
O=C(NCc1ccc2c(c1)OCO2)c1ccc(C#CC2(O)CCCCC2)cc1	·	3
CCCN1C(=O)/C(=C2\SC(N)=NC2=O)c2ccccc21	·	8
CN(C)c1ccc(C(=O)c2ccc(N(C)C)c(N)c2)cc1N	91	2
CC(C)(C)c1ccc(-c2cc(N)n(-c3ccccc3)n2)cc1	·	-5
Brc1cc2c(cc1COc1ccc(-c3nn[nH]n3)cc1)OCO2	55	14
c1ccc(SCCOCCn2cncn2)cc1	·	1
CCOC(=O)N1CCN(c2c(N3CCN(c4ccccn4)CC3)c(=O)c2=O)CC1	92	14
CC1CCCN(S(=O)(=O)c2ccc(Br)s2)C1 (stereo not drawn)	106	5

Further structures
SMILES	BAP1 inh	HePTP inhibitor
COc1cc(OC)cc(C(=O)Nc2cccc(-c3nc4ccccc4[nH]3)c2)c1	·	0
Cc1occc1C(=O)Nc1ccccc1C(=O)O	89	2&8
CCC(CC)C(=O)Nc1cccc(C(=O)N2CCCC2)c1	96	3
Cc1ccc2nsnc2c1S(=O)(=O)N(CCO)Cc1cc2cc3c(cc2[nH]c1=O)OCCO3	91	8
Cn1c(-c2cc(Br)ccc2O)n[nH]c1=S	84	10
CCOc1ccc(/C(O)=C2/C(=O)C(=O)N(CC3CCCO3)C2c2ccc(C)o2)cc1 (stereo not drawn)	86	10
COc1cc(C(=O)N(Cc2ccc(N(C)C)cc2)C2CCS(=O)(=O)C2)cc(OC)c1OC (stereo not drawn)	98	-8
CCCCn1c(=O)n(CC(=O)NCc2ccc(C)cc2)c(=O)c2c1nc(CO)n2CCC	·	5
O=C(CCCN1C(=O)/C(=C/c2cccs2)SC1=S)N1CCOCC1	·	2
CCC(=O)Nc1nnc(COc2ccccc2)s1	·	-3
CC(=O)/C(CN1CCCCC1)=N\O	90	2
O=C(NC1CCCCC1)c1ccc(CS(=O)(=O)Cc2ccccc2F)o1	88	8
COc1ccc(N(CC(=O)NCc2ccc(C)cc2)S(=O)(=O)c2ccc(OC)c(OC)c2)cc1	·	-1
O=[N+]([O-])c1ccc(-c2nnc(-c3ccc(Br)o3)o2)c(Cl)c1	·	6
CC(=O)Nc1ccc(N2C(=O)c3ccc([N+](=O)[O-])cc3C2=O)cc1	66	·
CCCN1CCN(C(=O)CCCn2c(C)c3cnn(-c4ccccc4)c(=O)c3c2C)CC1	92	1
Cc1ccc(C2Nc3ccccc3NC3=C2C(=O)CC(c2ccc(Cl)cc2)C3)cc1 (stereo not drawn)	·	-2
CC(=O)NCCc1cc2ccc(C)cc2[nH]c1=O	98	9
COc1ccc(OCC(=O)NCCc2ccc(OC)c(OC)c2)cc1	·	5
CCc1c(C#N)c(N)nc2sc(C(=O)c3ccc(Br)cc3)c(N)c12	86	·
Cc1[nH]nc(-c2ccccc2)c1Sc1ccccc1	·	7
O=C(NCC(c1cccnc1)N1CCN(c2ccc(F)cc2)CC1)C1CCCCC1 (stereo not drawn)	99	9
Cc1ccccc1C(=O)NC1CCN(Cc2nnnn2Cc2ccccc2)CC1	103	4
O=C(Cn1c(=O)c2c(ncn2Cc2ccccc2)n(Cc2ccccc2)c1=O)N1CCCC1	126	1
Cc1cnn(C(=S)NCc2ccc(Cl)cc2)c1	81	·

A few values from the results shown:
Entry of `Cc1ccc(C2Nc3ccccc3NC3=C2C(=O)CC(c2ccc(Cl)cc2)C3)cc1` (stereo not drawn) in HePTP inhibitor: -2
Entry of `CCC(=O)Nc1nnc(COc2ccccc2)s1` in HePTP inhibitor: -3
Entry of `Cc1ccccc1C(=O)NC1CCN(Cc2nnnn2Cc2ccccc2)CC1` in HePTP inhibitor: 4
Entry of `Cc1ccc2nsnc2c1S(=O)(=O)N(CCO)Cc1cc2cc3c(cc2[nH]c1=O)OCCO3` in HePTP inhibitor: 8
Entry of `CCCCn1c(=O)n(CC(=O)NCc2ccc(C)cc2)c(=O)c2c1nc(CO)n2CCC` in HePTP inhibitor: 5

BAP1 inh, hit marks shown above
SMILES	BAP1 inh	HePTP inhibitor
O=S(=O)(c1cccc(S(=O)(=O)N2CCC(n3nnc4ccccc43)CC2)c1)N1CCCCC1	43*	5

Four entries drawn at random from the list so far:
SMILES	BAP1 inh	HePTP inhibitor
CC(=O)Nc1ccc(N2C(=O)c3ccc([N+](=O)[O-])cc3C2=O)cc1	66	·
O=C(Cn1c(=O)c2c(ncn2Cc2ccccc2)n(Cc2ccccc2)c1=O)N1CCCC1	126	1
O=C(NCC(c1cccnc1)N1CCN(c2ccc(F)cc2)CC1)C1CCCCC1 (stereo not drawn)	99	9
Cc1[nH]nc(-c2ccccc2)c1Sc1ccccc1	·	7

Remaining list, next part
SMILES	BAP1 inh	HePTP inhibitor
O=C(NCCc1ccccc1)c1ccc(C#Cc2ccccc2)cc1	·	-16
Cc1cc(Cc2ccc(NC(=O)Nc3ccccc3)c(C)c2)ccc1NC(=O)Nc1ccccc1	·	12
CCOc1ccc2nc(SCC(=O)Nc3cc(C)cc(C)c3)sc2c1	·	8
CCN(CC)CCNc1nc2c(c(=O)n(C)c(=O)n2C)n1C/C=C(/C)Cl	105	-3
N#Cc1c(SCC(=O)c2cccs2)nc2c(c1-c1ccncc1)CCCC2	·	11
CCOC(=O)c1ccc(N2C(=O)CC(N3CCN(C(=O)c4ccco4)CC3)C2=O)cc1 (stereo not drawn)	100	-2
Cc1ccc(-c2nnc(SCC(=O)N3CCCC3)o2)cc1	75	4
COc1ccccc1CNC(=O)CCC(=O)Nc1nnc(C)s1	104	6
CCCNC1=C(C)C(=O)CC1	120	1
O=c1c(-c2ccc(Br)cc2)coc2cc(O)cc(O)c12	144	·
O=S(=O)(Nc1ccccc1F)c1ccc2nsnc2c1	99	11
CCOC(=O)Cn1c(=O)n(CC(=O)OCC)c2ccccc21	110	6
CC(OC(=O)CN(C)S(=O)(=O)c1ccc(Cl)cc1)C(=O)Nc1ccc(N2CCOCC2)cc1 (stereo not drawn)	98	38
O=C(Nc1cccc(NC(=O)c2cccc3ccccc23)c1)c1ccc(Cl)cc1Cl	·	-3
O=C(NC1CCCCC1)N1CCCCCCC1	100	0
Cc1ccc(N(CC(=O)N2CCOCC2)S(C)(=O)=O)cc1Cl	·	-4
CCCC(=O)NC(Nc1ccc(S(=O)(=O)Nc2cc(C)on2)cc1)(C(=O)OCC)C(F)(F)F (stereo not drawn)	124	1
Cc1nc2sc(C(c3ccc(Cl)cc3)N3CCN(CCO)CC3)c(O)n2n1 (stereo not drawn)	98	5
Cc1cccc(OCC(=O)Nc2ccc(C)cc2[N+](=O)[O-])c1	·	-1
Cc1cc(C(=O)NCC2CCCO2)n(-c2ccccc2)n1 (stereo not drawn)	89	-1
CC1CCc2c(C(=O)N3CCN(S(=O)(=O)c4cccs4)CC3)csc2C1 (stereo not drawn)	90	12
CCOc1ccc(NC(=S)NC(=O)/C=C/c2ccc(C)cc2)c([N+](=O)[O-])c1	·	-7
COc1ccc(C(=O)Nc2nnc(Cc3cccs3)s2)cc1OC	98	13
O=C(CCS(=O)(=O)c1ccccc1)Nc1nc2c(s1)COc1ccccc1-2	46*	11
CCOC(=O)c1c(NC(=O)CN2C(=O)c3ccccc3C2=O)sc2c1CCC2	105	·

The list goes on:
SMILES	BAP1 inh	HePTP inhibitor
COc1cc(/C=N/Nc2nnc(C)c(=O)[nH]2)ccc1O	·	10
Cc1ccc(F)c(NC(=O)C2CCCCC2C(=O)O)c1 (stereo not drawn)	90	5
COc1cc(S(=O)(=O)N2CCC(C)CC2)c(OC)cc1Cl	·	12
O=C(Cc1ccc(Br)cc1)N1CCCCCC1	81	8
CC(=O)N1CCc2cc(S(=O)(=O)NCCC3=CCCCC3)ccc21	81	5
O=c1[nH]nc(CSCc2ccccc2Cl)[nH]1	91	1
c1ccc(-c2nnc(CN3CCC4(CC3)OCCO4)o2)cc1	107	12
Cc1cc(C)nc(N2CCC(C(=O)Nc3ccc4c(c3)OCO4)CC2)n1	96	3
CCOC(=O)C1=C(O)/C(=C/c2ccc(N(CC)CC)cc2)SC1=Nc1ccc(OC)cc1	·	6
O=S(=O)(Cc1nc2ccccc2s1)c1ccccc1	111	10
Cc1cc(C(=O)CN2C(=O)NC3(CCCc4ccccc43)C2=O)c(C)n1Cc1cccs1 (stereo not drawn)	·	14
CCOc1ccc2nc(NCCCNS(=O)(=O)c3ccccc3)c(C#N)cc2c1	108	11
CC1CCN(c2ccc(NC(=O)c3ccc(Cl)cc3)cc2)CC1	·	-4
Cc1ccc(S(=O)(=O)N(CC(=O)Nc2ccccc2F)c2cc(C)cc(C)c2)cc1	·	-10
COCC(C)NCc1ccc(OC)cc1 (stereo not drawn)	·	-12
CN(C)C1(c2cccs2)CS(=O)(=O)C1	·	102*
CCOC(=O)C1=C(c2ccccc2)NC(=S)NC1c1cccc(OC)c1OC (stereo not drawn)	·	5
CCN(CC)S(=O)(=O)c1cccc2c(N(C)C)cccc12	73	-8
O=[N+]([O-])c1ccc(S(=O)(=O)N2CCN(c3ccccn3)CC2)cc1	·	3
O=C(Nc1ccccc1[N+](=O)[O-])c1ccc(=O)oc1	·	12
Cc1cc(=S)cc(C)n1CCCO	110	7
CCOC(=O)c1c(N2C(=O)C3CC(C)=C(C)CC3C2=O)sc2c1CCCC2 (stereo not drawn)	116	-1
COc1ccccc1NC(=O)CSc1ccc2nnc(-c3cccnc3)n2n1	91	7
O=C(COC(=O)c1cccc(N2C(=O)CCC2=O)c1)c1ccccc1	·	0
Cc1onc(-c2ccccc2Cl)c1C(=O)NCCNc1c(Cl)cccc1[N+](=O)[O-]	·	5
CCC(CC)C(=O)Nc1ccccc1NC(C)=O	92	-9
N=c1c(C(=O)NCc2ccc(F)cc2)cc2c(=O)n3ccccc3nc2n1CCCN1CCOCC1	322	23
CCCn1c(SCC#N)nc2c(c1=O)C1(CCCC1)Cc1ccccc1-2	54	2
CCCCn1c(/N=C/c2ccc(C)cc2O)nc2ccccc21	·	3

Bioassay records: PubChem BioAssay, several laboratories
